HP1b binding inh – blocks HP1-beta chromodomain binding to methylated histone tails. hit rate 0.56% among 390,000. AID 540317. AlphaScreen HP1-beta / biotin-H3K9me3 peptide binding. Potency, µM (titrated, usually from 114 µM), without a hit: at the top dose activity change, negative = inhibition, usual class: inhibitors; also: nearly all actives have a fitted effect of over 70% in size; inactives centre near 23
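HP1-beta protein (50 nM final) preincubated 30 min at room temperature with biotinylated H3(1-18)K9me3 peptide (50 nM) in PBS pH 7.4, 0.01% Tween-20, then compound added for 30 min. AlphaScreen streptavidin donor/nickel chelate acceptor beads (10 ug/mL final), 30 min dark, luminescence read.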
Pin1 inh – inhibitors of human Pin1; AID 504891; Pin1 FP peptide displacement, HiFluor488, 10 min; Potency, µM (highest dose often 115 µM), inactives show top-dose activity, negative = inhibition, usual class: inhibitors; hit rate 0.009% among 390,000; active = well fitted inhibition curve with a large enough effect in the polarisation, with a control signal flat, not every such curve was filed as active; inconclusive = small, poorly fitted or top-dose-only effect, or effect the other way, or a change in a side signal; inactive = no such curve, though single readings can be large or run the other way; the % refers to the polarisation; also: % is scaled to controls: 0 for no effect and ±100 for the full control effect
Target sequence (Q13526 whole entry, looked up): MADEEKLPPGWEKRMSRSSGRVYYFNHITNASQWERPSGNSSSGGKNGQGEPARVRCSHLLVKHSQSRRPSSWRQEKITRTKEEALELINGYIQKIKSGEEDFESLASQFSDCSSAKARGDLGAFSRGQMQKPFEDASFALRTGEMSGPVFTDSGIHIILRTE
GLS inhibitor – blocks human kidney-isoform glutaminase activity; hit rate 0.21% among 410,000; O94925; GLS enzymatic activity, qHTS titration; Potency, µM (series often up to 45.5 µM), for inactives: top-dose activity change, negative = inhibition, most hits filed as inhibitors; AID 624170; also: % is scaled to controls: 0 for no effect and ±100 for the full control effect
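Assay buffer: 45 mM KH2PO4 pH 8.2, 0.02% Tween-20. hKGA acts on L-glutamine (1 mM solution added); product glutamate is reported by an oxidase/peroxidase Amplex Red coupling, with fluorescence taken at baseline and 30 min.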
TrxR1 inh – rat TrxR1 inhibition; hit rate 1% among 390,000; recombinant rTrxR1, NADPH fluorescence consumption, selenite substrate; Potency, µM (doses to about 114 µM), for inactives: top-dose activity change, negative = inhibition, actives largely listed as inhibitors; O89049; also: % is scaled to controls: 0 for no effect and ±100 for the full control effect; nearly all actives have a fitted effect of over 65% in size
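Rat TrxR1 (90 nM in the dispensed reagent) was pre-reduced with 400 uM NADPH for 5 min at room temperature, then incubated with compound for 15 min. After 400 uM selenite was added, NADPH fluorescence (Ex 340/Em 450 nm) was followed for 8 min.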
PGK inhibitor – T. brucei PGK inhibition | PGK/GAPDH coupled, Kinase-Glo luminescence, 60 min | hit rate 0.043% among 380,000 | Potency, µM (series often up to 57.5 µM), for the others: at the highest dose activity change, negative = inhibition, usual class: inhibitors | P07378; also: % is scaled to controls: 0 for no effect and ±100 for the full control effect; nearly all actives have a fitted effect of over 60% in size
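Recombinant glycosomal PGK reaction used 1,3-bisphosphoglycerate generated in-well by GAPDH (100nM final) in 100mM TEA pH 7.6, 5mM MgCl2, 0.01% Tween-20. After 60 minutes at room temperature, ATP was read by Kinase-Glo Plus luminescence end-point.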
ALOX12 inh – inhibitors of human 12S-lipoxygenase ALOX12 | P18054 | purified 12hLO, xylenol orange hydroperoxide absorbance | Potency, µM (top dose mostly 108 µM), for the others: top-dose activity change, negative = inhibition, actives largely listed as inhibitors | hit rate 1.1% among 580,000 | AID 1671190; also: % is scaled to controls: 0 for no effect and ±100 for the full control effect
Target sequence (P18054 whole entry, looked up): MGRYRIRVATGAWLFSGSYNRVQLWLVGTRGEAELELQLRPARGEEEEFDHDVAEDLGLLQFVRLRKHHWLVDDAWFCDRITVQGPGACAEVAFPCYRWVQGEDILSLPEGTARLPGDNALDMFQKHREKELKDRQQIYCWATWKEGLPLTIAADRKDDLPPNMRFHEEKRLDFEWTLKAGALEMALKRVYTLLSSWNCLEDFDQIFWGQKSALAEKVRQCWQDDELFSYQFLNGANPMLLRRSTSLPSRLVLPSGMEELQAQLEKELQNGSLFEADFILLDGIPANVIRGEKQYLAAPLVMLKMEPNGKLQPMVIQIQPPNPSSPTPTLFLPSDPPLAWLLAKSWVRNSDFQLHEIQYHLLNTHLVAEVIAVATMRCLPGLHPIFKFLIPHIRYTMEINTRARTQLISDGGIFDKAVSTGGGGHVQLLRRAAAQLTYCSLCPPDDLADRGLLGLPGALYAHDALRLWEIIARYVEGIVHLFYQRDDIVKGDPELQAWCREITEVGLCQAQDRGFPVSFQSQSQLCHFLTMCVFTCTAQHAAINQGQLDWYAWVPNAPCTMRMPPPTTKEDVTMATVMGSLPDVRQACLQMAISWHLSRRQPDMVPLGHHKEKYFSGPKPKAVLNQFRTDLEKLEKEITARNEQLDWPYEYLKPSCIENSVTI
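Purified human 12hLO at 150 nM in 25 mM Hepes, 0.01% Triton X-100, pH 7.0, preincubated 15 min at room temperature with compound. Reaction started with 40 uM arachidonic acid, 30 min at room temperature. Hydroperoxide measured by Fe-xylenol orange, 573/405 nm absorbance ratio.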
RGS4 inh – inhibitors of human regulator of G protein signaling 4; P49798; Transcreener GDP fluorescence polarization, RGS4-accelerated GTP hydrolysis; Potency, µM (highest dose often 114 µM), inactives show top-dose activity change, negative = inhibition, most hits filed as inhibitors; hit rate 0.039% among 390,000; AID 504845; also: % is scaled to controls: 0 for no effect and ±100 for the full control effect; nearly all actives have a fitted effect of over 75% in size; some results filed as inactive show a strong effect at the top dose
Target sequence (P49798 whole entry, looked up): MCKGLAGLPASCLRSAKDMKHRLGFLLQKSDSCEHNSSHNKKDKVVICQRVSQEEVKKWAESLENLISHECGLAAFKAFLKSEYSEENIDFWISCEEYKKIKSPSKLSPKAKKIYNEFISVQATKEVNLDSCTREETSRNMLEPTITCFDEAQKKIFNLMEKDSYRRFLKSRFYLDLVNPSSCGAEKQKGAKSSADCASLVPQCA
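MLSMR compounds (23 nl, pin-transferred) preincubated 10 min at room temperature with a 500nM (2x) first reagent, then RGS4 at 900nM (2x) plus Transcreener GDP mix added; fluorescence polarization (620/688 nm) read before and after 90 min at 30 °C.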
JMJD2A Tudor inh – JMJD2A Tudor domain (human) inhibition; O75164; AlphaScreen JMJD2A-Tudor / H3K4me3 peptide binding; Potency, µM (doses to about 114 µM), inactives show top-dose activity change, negative = inhibition, hits mostly inhibitors; hit rate 4.4% among 390,000; also: % is scaled to controls: 0 for no effect and ±100 for the full control effect; nearly all actives have a fitted effect of over 50% in size
ERG-DNA inh – blocks human ERG Ets domain binding to DNA. AID 624246. fluorescence polarization, His-ERG Ets domain / labelled DNA. Potency, µM (doses to about 76.9 µM), for the others: at the highest dose FP activity, negative = inhibition, most hits filed as inhibitors. hit rate 0.028% among 370,000. P11308; active = well fitted inhibition curve with a large enough effect in the polarisation, with a control signal flat; inconclusive = small, poorly fitted or top-dose-only effect, or effect the other way, or a change in a side signal; inactive = no such curve, though single readings can be large or run the other way; the % refers to the polarisation;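 also: polarization taken with two DNA probes labelled with fluorescein and Texas red; % of control where 0% means no effect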
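His-tagged ERG Ets domain (1 uM in the protein solution; 300mM KCl, 50mM Tris-HCl, 1mM EDTA, 1mM DTT, pH 7.5) received compound, then a probe mix of 5 nM fluorescein-DNA and 100nM Texas-615-DNA. Fluorescence polarization was read for both dyes.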
An asterisk follows results filed as active; i = inactive; ? = inconclusive; / = no result given; [ ] = remark or other dose. Unless noted, calls follow the shape of the dose curve; as a rule, active = well fitted curve in the direction sought with a large enough effect; inconclusive = small, poorly fitted or top-dose-only effect, or another doubt; inactive = no such curve, though single readings can be large; an effect the other way counts as inactive or inconclusive. Potency is read from the fitted curve at half-maximal effect.

SMILES	HP1b binding inh	Pin1 inh	GLS inhibitor	TrxR1 inh	PGK inhibitor	ALOX12 inh	RGS4 inh	JMJD2A Tudor inh	ERG-DNA inh
O=Cc1cn(CC(O)Cn2cc(C=O)c3ccccc32)c2ccccc12	3%	-6%	0%	2%[57.1 µM]	-10%	-17%	?	-7%	0%
CCN(CC)c1ccc(N2C(=O)/C(=C/c3ccccn3)SC2=S)cc1	-1%	0%	-1%	4%[57.1 µM]	-5%	41%[activator]	25%	-3%	-4%
COP(=O)(OC)C(Nc1ccc(C)cc1)c1ccc(Br)cc1 (stereo unspecified)	16%	-1%	13%	-3%	1%	-1%	19%	-27%	-7%
Cc1ccc(CC(=O)Nc2cccc(S(=O)(=O)N3CCOCC3)c2)cc1	37%	0%	-15%	3%	-9%	15%	-12%	-9%	-5%
C#CCOCCOCCOCCNc1nc(N2CCN(C(=O)[C@H]([C@@H](C)CC)n3cc(CCC(=O)O)nn3)CC2)nc(N2CCN(C(=O)[C@H](Cc3ccc(O)cc3)n3cc(CCO)nn3)CC2)n1	33%	6%	-5%	?	9%	?	-9%	?	7%
COc1cc([N+](=O)[O-])ccc1NC(=O)Oc1ccc(NC(C)=O)cc1	17%	50%[activator]	22%	21%[57.1 µM]	4%	?	-3%	-3%	-3%
O=C(CN1CCC(O)(c2ccccc2F)CC1)NCCc1c[nH]c2ccccc12	-4%	-1%	55%[activator]	5%	7%	3%	30%	-24%	/
COc1cccc(NC(=O)CCN2CCC(C(N)=O)CC2)c1	32%	-6%	9%	11%	-13%	-18%	5%	-17%	-2%
COCCNc1nc2sc3c(c2c(=O)n1Cc1ccco1)CCCCC3	38%	4%	?	21%	-2%	-29%	-3%	-10%	11%
COc1cc(OC)c(C2Nc3cccc4cccc(c34)N2)c(OC)c1	?	-5%	-4%	29%	-2%	?	-41%	50µM*	17%
CCOC(=O)c1cn(CC)c2cc(N3CCN(C)CC3)c(F)cc2c1=O	36%	1%	-5%	6%	-9%	?	3%	3%	-7%
CC(C)CNC(=O)c1cccc(C(=O)NCC(C)C)c1	13%	-5%	-1%	20%	-5%	-18%	4%	-20%	5%
Cc1cccc(N2CCN(C3=NC(=O)C(=C4CCCCC4)S3)CC2)c1	103%[activator]	6%	/	9%	1%	?	4%	6%	3%
Cc1ccc(CNc2nnc(C)c3nnn(Cc4ccc(F)cc4)c23)cc1	28%	-9%	2%	-4%	11%	6%	23%	-19%	3%
CCOC(=O)C1CCCN(C(=O)C(C)Oc2ccc(Cl)cc2Cl)C1 (stereo unspecified)	15%	-1%	-1%	1%	-3%	12%	-8%	-2%	-3%
CC(=O)Nc1cccc(NC(=O)C2CCCN2C(=O)Nc2ccc(C)cc2)c1 (stereo unspecified)	33%	-8%	1%	21%[57.1 µM]	4%	0%	14%	-5%	-3%
CC(C)(C)OC(=O)N1CCC(CC2CC(c3cccc(Br)c3)=NO2)(C(=O)NCC2CCCCC2)CC1 (stereo unspecified)	25%	8%	-10%	24%	-7%	-4%	0%	-14%	?
COc1cccc(C(=O)NC2=NCCS2)c1OC	13%	0%	-2%	16%	7%	24%	27%	-5%	-3%
Cc1nn2c(=O)cc(COC(=O)c3ccc(NC(=O)CCc4ccccc4)cc3)nc2s1	3%	11%	3%	11%[57.1 µM]	-2%	-19%	-19%	?	3%
O=C(CSc1nnc(CNc2ccc(F)cc2)n1Cc1ccccc1)N1CCOCC1	30%	-9%	-9%	-18%	i	-17%	-19%	-15%	-3%
Cc1cc(C)cc(NC(=S)N2CCN(c3ncccn3)CC2)c1	30%	1%	19%	7%	/	-5%	0%	-16%	8%
Cc1ccccc1NC(=S)N(CCCN1CCOCC1)Cc1ccccn1	-6%	-7%	6%	-2%	-9%	-16%	-10%	3.5µM*	4%
CC[N+]1=C(C)C(C)(C)c2cc(C)ccc21	-2%	?	12%	17%	-8%	?	-10%[11.4 µM]	-4%[11.4 µM]	114%[activator]
CC(C)N(C(=O)CN(C#N)c1nc(N(C)C)nc(N(C)C)n1)c1ccccc1	31%	0%	-1%	-3%	-9%	-3%	-19%	6%	/
COc1ccc(NC(=O)C(=O)c2cc(C)n(-c3ccc(C)cc3)c2C)cc1Cl	25%	9%	-8%	9%	4%	-2%	29%	-22%	-6%
O=C(OCC(=O)N1CCc2ccccc21)[C@@H]1CCCN1S(=O)(=O)c1ccccc1F	34%	0%	3%	22%	-6%	185%[activator]	2%	-4%	4%
O=C(NCc1ccccc1CN1CCCC1)c1cccc(S(=O)(=O)N2CCOCC2)c1	57%[activator]	-1%	5%	23%	-5%	-1%	22%	-21%	-1%
C=CCOc1c(CNn2cn[nH]c2=S)cccc1OC	9%	3%	0%	9%[57.1 µM]	i	-20%	14%	3.5µM*	5%
CC1CCN(C(=O)c2cc(S(=O)(=O)N3CCCCC3)c[nH]2)CC1	55%[activator]	-2%	-3%	23%	8%	27%	-7%	-10%	-1%
Cc1ccc2c(c1)c1c(c(=O)n(-c3ccccc3C)c(=O)n1CC(=O)c1ccc(Cl)cc1)n2C	44%[activator]	0%	0%	24%	-1%	0%	-8%	3%	-4%

A draw from above in order of molecular weight, lowest first:
SMILES	HP1b binding inh	Pin1 inh	GLS inhibitor	TrxR1 inh	PGK inhibitor	ALOX12 inh	RGS4 inh	JMJD2A Tudor inh	ERG-DNA inh
CC[N+]1=C(C)C(C)(C)c2cc(C)ccc21	-2%	?	12%	17%	-8%	?	-10%[11.4 µM]	-4%[11.4 µM]	114%[activator]
Cc1cc(C)cc(NC(=S)N2CCN(c3ncccn3)CC2)c1	30%	1%	19%	7%	/	-5%	0%	-16%	8%
CC1CCN(C(=O)c2cc(S(=O)(=O)N3CCCCC3)c[nH]2)CC1	55%[activator]	-2%	-3%	23%	8%	27%	-7%	-10%	-1%
CC(C)N(C(=O)CN(C#N)c1nc(N(C)C)nc(N(C)C)n1)c1ccccc1	31%	0%	-1%	-3%	-9%	-3%	-19%	6%	/
Cc1ccccc1NC(=S)N(CCCN1CCOCC1)Cc1ccccn1	-6%	-7%	6%	-2%	-9%	-16%	-10%	3.5µM*	4%
COc1ccc(NC(=O)C(=O)c2cc(C)n(-c3ccc(C)cc3)c2C)cc1Cl	25%	9%	-8%	9%	4%	-2%	29%	-22%	-6%
O=C(OCC(=O)N1CCc2ccccc21)[C@@H]1CCCN1S(=O)(=O)c1ccccc1F	34%	0%	3%	22%	-6%	185%[activator]	2%	-4%	4%
O=C(NCc1ccccc1CN1CCCC1)c1cccc(S(=O)(=O)N2CCOCC2)c1	57%[activator]	-1%	5%	23%	-5%	-1%	22%	-21%	-1%
Cc1nn2c(=O)cc(COC(=O)c3ccc(NC(=O)CCc4ccccc4)cc3)nc2s1	3%	11%	3%	11%[57.1 µM]	-2%	-19%	-19%	?	3%
Cc1ccc2c(c1)c1c(c(=O)n(-c3ccccc3C)c(=O)n1CC(=O)c1ccc(Cl)cc1)n2C	44%[activator]	0%	0%	24%	-1%	0%	-8%	3%	-4%
CC(C)(C)OC(=O)N1CCC(CC2CC(c3cccc(Br)c3)=NO2)(C(=O)NCC2CCCCC2)CC1 (stereo unspecified)	25%	8%	-10%	24%	-7%	-4%	0%	-14%	?

Continued.
SMILES	HP1b binding inh	Pin1 inh	GLS inhibitor	TrxR1 inh	PGK inhibitor	ALOX12 inh	RGS4 inh	JMJD2A Tudor inh	ERG-DNA inh
CCO[C@H]1c2c(ccc3ccc(=O)oc23)OC(C)(C)[C@@H]1O	20%	2%	11%	51%	-5%	13%	9%	-7%	7%
Cc1cccc(CS(=O)(=O)Cc2ccc(C(=O)NCc3ccc(F)cc3)o2)c1	14%	-7%	-8%	8%[57.1 µM]	-5%	-24%	9%	-7%	-2%
CNC[C@H]1Oc2c(NS(=O)(=O)c3ccccc3)cccc2C(=O)N([C@H](C)CO)C[C@@H]1C	24%	-1%	4%	18%[57.1 µM]	-4%	-13%	20%	-11%	-4%
COc1ccc(-c2onc(C)c2C)cc1S(=O)(=O)Nc1cccc(C#N)c1	22%	-6%	2%	4%[57.1 µM]	-11%	-10%	-45%	-4%	1%
CCOC(=O)c1cccc(Nc2cc(-c3ccccc3)ncn2)c1	?	?	6%	-1%	4%	?	-11%	-1%	5%
Cc1ccc(S(=O)(=O)N2CCN(CC(=O)Nc3ccc4c(c3)CCC4)CC2)cc1C	29%	28%	1%	13%	-2%	-20%	-19%	-29%	3%
COc1ccc([C@H]2CC(=O)C=C(c3ccc(SC)cc3)C2)cc1OC	40%[activator]	-8%	8%	4%	3%	-15%	7%	-8%	-7%
CC12CCC(C(=O)NCCCN3CCOCC3)(C(Br)C1=O)C2(C)C (stereo unspecified)	12%	1%	-3%	6%[57.1 µM]	-10%	3%	8%	-2%	3%
O=C(CS(=O)CC(=O)Nc1ccccc1-c1ccccc1)Nc1ccc(F)cc1 (stereo unspecified)	12%	0%	-9%	7%	-4%	-4%	9%	-8%	1%
Cc1cc(C)n2c(SCc3ccc(C#N)cc3)nnc2n1	29%	-8%	8%	-9%	-6%	-22%	-32%	-5%	0%

An excerpt; count on the stated rates, not on these rows.
